Nrf2 block: blocks Nrf2 signaling. A549 ARE-Fluc reporter, luciferase luminescence, 18-24 h. Potency, µM (doses to about 46 µM), without a hit: top-dose activity change, negative = inhibition, most hits filed as inhibitors. actives 2.1% (n = 360,000). AID 504444; also: % is scaled to controls: 0 for no effect and ±100 for the full control effect; nearly all actives have a fitted effect of over 60% in size
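Concentration-response testing used A549 ARE_Fluc cells at 5000 cells/well. Following an 18-24 h compound incubation, viability was read by fluorescence (Ex 405/Em 525) and luciferase output by luminescence.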
HepG2 tox: counter-screen for TGF-b inhibitors: cytotoxicity in HepG2 cells | HepG2 CAGA-GFP viability, ATP luminescence, 18 h | Potency, µM (titrated, usually from 46.1 µM), for inactives: at the highest dose activity change, negative = cytotoxicity, actives largely listed as cytotoxic | actives 0.76% (n = 410,000) | AID 588856; also: some results filed as inactive show a strong effect at the top dose
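CellTiter-Glo luminescence gave cytotoxicity after 18 hours at 37 degrees C. The cells were HepG2 CAGA-GFP in 1% FBS DMEM, stimulated with 500 pg/mL TGF-beta after compound addition. %Activity was normalised to no-cell wells (complete cell-killing) and DMSO (no toxicity), and curves were fitted and classified.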
Nrf2 activator: Nrf2 pathway activation; AREc32 ARE-luciferase reporter (MCF7-derived line), luminescence, 24 h; Potency, µM (highest dose often 46.1 µM), inactives show at the top dose activation, actives largely listed as activators; actives 0.31% (n = 410,000); also: % of control where 0% means no effect; nearly all actives have a fitted effect of over 65% in size
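For detection, Steady-Glo was added and plates sat 30 min at RT; before that, AREc32_Fluc cells grown overnight in OPTI-MEM/5% FBS had been treated with 23 nL compound for 24 hr at 37 deg C.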
TGFb SMAD3 inh: TGF-b pathway inhibition; HepG2 CAGA-GFP TGF-b/SMAD3 reporter, GFP fluorescence, 18 h; TGF-beta stimulated, 500 pg/mL final; Potency, µM (titrated, usually from 46.1 µM), for inactives: top-dose activity, negative = inhibition, hits mostly inhibitors; actives 1.2% (n = 410,000); AID 588855; also: % is scaled to controls: 0 for no effect and ±100 for the full control effect; nearly all actives have a fitted effect of over 65% in size
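Read-out: total well GFP (ex488/em500-530) summed from mean per-cell fluorescence. Cells: HEPG2 CAGA-GFP, 1% FBS DMEM, 18 h at 37 degrees C with 500 pg/mL final TGF-beta. Unstimulated wells served as the full-inhibition control; stimulated DMSO wells = 0%.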
MCF10A rerep: induces DNA re-replication in MCF 10a normal breast cells; MCF 10A DNA re-replication, Hoechst nuclear intensity, 48 h; Potency, µM (top dose mostly 46.1 µM), for the others: at the highest dose activity, positive = re-replication, usual class: activators; actives 2.9% (n = 350,000); AID 624296; also: % of control where 0% means no effect; nearly all actives have a fitted effect of over 50% in size
ATXN viability: reduces viability in counter-screen for ATXN expression inhibitors. S2 cells (HEK-293 line with an ATXN2-luciferase reporter) viability, CellTiter-Fluor protease fluorescence, 24 h. Potency, µM (doses to about 56.7 µM), usual class: cytotoxic. actives 0.49% (n = 400,000); also: nearly all actives have a fitted effect of over 40% in size
A549 viability: counter-screen for Nrf2 inhibitors: cytotoxicity in A549 cells. A549 ARE-Fluc cells, CellTiter-Fluor viability, 18-24 h. actives 0.16% (n = 390,000). Potency, µM (highest dose often 46 µM), without a hit: top-dose activity change, negative = cytotoxicity, actives largely listed as inhibitors; also: % is scaled to controls: 0 for no effect and ±100 for the full control effect
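A549 ARE_Fluc cells in 5% FBS OPTI-MEM were exposed to compounds in concentration-response for 18-24 h at 37 deg C. Viability was read by CellTiter-Fluor fluorescence (Ex 405/Em 525) after 30 min, before the luciferase read.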
ATXN2 expr inh: ATXN2 expression inhibition; HEK-293 ATXN2-luciferase reporter, luminescence, 24 h; Potency, µM (series often up to 57 µM), for the others: top-dose activity change, negative = inhibition, most hits filed as inhibitors; actives 0.72% (n = 360,000); also: % is scaled to controls: 0 for no effect and ±100 for the full control effect; nearly all actives have a fitted effect of over 55% in size
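ATXN2-luciferase reporter cells (luciferase flanked by upstream and downstream ATXN2 gene portions) were treated 24 h at 37 °C with compounds at up to 57 uM. SteadyGlo luminescence gave expression; GF-AFC fluorescence gave viability.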
EPAC2 antag: EPAC2 (human) antagonism; EPAC2 GEF exchange of Rap1B-BODIPY-GDP, fluorescence; AID 720708; Potency, µM (top dose mostly 114 µM), for inactives: at the highest dose activity, negative = inhibition, actives largely listed as inhibitors; actives 0.18% (n = 360,000); also: % is scaled to controls: 0 for no effect and ±100 for the full control effect; nearly all actives have a fitted effect of over 45% in size; many of its hits are not listed in these tables
Target sequence (Q8WZA2 whole entry, looked up): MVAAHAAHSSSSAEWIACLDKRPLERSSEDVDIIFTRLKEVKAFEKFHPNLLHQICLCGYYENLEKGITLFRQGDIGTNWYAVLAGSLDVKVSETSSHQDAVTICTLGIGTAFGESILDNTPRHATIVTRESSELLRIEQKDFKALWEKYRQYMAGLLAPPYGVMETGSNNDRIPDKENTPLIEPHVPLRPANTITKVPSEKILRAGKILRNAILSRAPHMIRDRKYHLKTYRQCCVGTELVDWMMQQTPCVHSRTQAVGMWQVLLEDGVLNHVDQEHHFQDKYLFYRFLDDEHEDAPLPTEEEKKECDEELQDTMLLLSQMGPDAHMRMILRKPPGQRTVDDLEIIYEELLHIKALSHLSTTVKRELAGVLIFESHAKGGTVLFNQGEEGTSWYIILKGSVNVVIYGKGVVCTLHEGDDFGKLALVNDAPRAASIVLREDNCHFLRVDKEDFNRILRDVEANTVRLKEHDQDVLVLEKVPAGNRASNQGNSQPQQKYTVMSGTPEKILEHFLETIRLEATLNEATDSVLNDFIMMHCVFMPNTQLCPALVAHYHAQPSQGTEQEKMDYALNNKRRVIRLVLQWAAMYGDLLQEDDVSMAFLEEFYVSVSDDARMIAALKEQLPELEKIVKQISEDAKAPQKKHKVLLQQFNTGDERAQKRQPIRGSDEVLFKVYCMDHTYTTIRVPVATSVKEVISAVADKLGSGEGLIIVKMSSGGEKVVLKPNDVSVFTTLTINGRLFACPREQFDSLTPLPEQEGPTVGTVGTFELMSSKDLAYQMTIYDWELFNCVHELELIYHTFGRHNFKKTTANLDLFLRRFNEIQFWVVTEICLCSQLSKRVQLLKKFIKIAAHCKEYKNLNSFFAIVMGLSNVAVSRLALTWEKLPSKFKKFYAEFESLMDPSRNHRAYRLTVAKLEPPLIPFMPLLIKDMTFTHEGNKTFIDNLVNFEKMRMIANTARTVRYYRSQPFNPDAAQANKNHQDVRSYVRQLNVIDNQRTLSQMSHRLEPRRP
* marks the source's active call; other numbers are inactive results; i = inactive; ? = inconclusive; . = not tested or not shown; & = joins results of further samples; [ ] = dose if it differs, or a comment. Calls follow the shape of the dose curve; as a rule, active = well fitted curve in the direction sought with a large enough effect; inconclusive = small, poorly fitted or top-dose-only effect, or another doubt; inactive = no such curve, though single readings can be large; an effect the other way counts as inactive or inconclusive. Potency is read from the fitted curve at half-maximal effect. This is a subset; count on the stated rates, not on these rows.

SMILES	Nrf2 block	HepG2 tox	Nrf2 activator	TGFb SMAD3 inh	MCF10A rerep	ATXN viability	A549 viability	ATXN2 expr inh	EPAC2 antag
O=C(NCCCNC(=O)c1cnccn1)c1cccc(F)c1	-7.7%	15.3%	0.1%	7.1%	10.2%	i	-3.2%	-2.9%	0.6%
CCn1c(=S)sc2c(=O)n(CC(=O)Nc3ccc(C(C)=O)cc3)c(C)nc21	15.5%	3.3%	0.1%	7.8%	-1.1%	i	-4.5%	3.6%	0.0%
CSc1nc2sc3c(c2c(=O)n1-c1ccc(C)cc1)CCCC3	10.9%	9.7%	4.1%	-0.6%	.	.	-0.6%	.	.
C[C@@H]1CN([C@@H](C)CO)C(=O)CCCn2nncc2CO[C@@H]1CN(C)S(=O)(=O)c1ccc2c(c1)OCCCO2	.	2.7%	-0.2%	-10.9%	.	i	.	-0.6%	10.2%
CCCN1CNc2c(c(=O)[nH]c(=S)n2CCc2ccc(OC)c(OC)c2)C1	?	15.3%	0.0%	-0.2%	4.4%	i	8.2%&4.7%	i	3.1%
Cc1ccc(OCc2cc(C(=O)NCc3ccc(OC(F)(F)F)cc3)no2)cn1	?	-23.2%	-0.1%	-10.5%	14.2%	i	-14.9%	-28.6%	-8.5%
Cn1nc(C(=O)NCCCN2CCCCC2)c2c1-c1ccccc1S(=O)(=O)C2	-12.3%	-5.2%	-1.1%	0.7%	5.8%	i	2.1%	.	1.3%
CC1CCN(Cc2c(O)ccc3c(=O)c(-c4cccc(Cl)c4)c(C(F)(F)F)oc23)CC1	10.7%	1.4%	-0.5%	-4.2%	.	i	-11.6%	11.1%	.
COc1ccc(Cl)cc1NC(=O)c1cc(=O)c2cc(C)cc(C)c2o1	9.2%	20.6%	-1.3%	-0.6%	.	i	0.6%	-0.2%	.
CSc1nsc(N/N=C/c2ccccc2)c1C#N	-9.8%	7.9%	7.2%	1.8%	18.1%	i	-16.1%	29.4%	5.0%
Cc1c(C(=O)N(C)Cc2ccc(F)cc2)sc(=O)n1Cc1ccc(Cl)c(Cl)c1	.	-25.0%	2.4%	?	.	i	.	0.0%	-13.1%
CSc1nc2ccc3nc(NC(=O)C4COc5ccccc5O4)sc3c2s1 (configuration not stated)	5.5%	-55.7%	0.9%	?	24.4%	?	-5.2%	?	4.5%
CCc1ccc(C(=O)Cn2cnc3cc([N+](=O)[O-])ccc3c2=O)cc1	-16.9%	-4.9%	-0.6%	3.2%	1.8%	i	1.6%	-8.3%	15.1%
NC(c1ccccc1)c1csc(Nc2ccc(C(F)(F)F)cn2)n1 (configuration not stated)	.	-125.3%	0.6%[9.22 µM]	?	.	.	.	?	-3.5%
Cc1cccc(NC(c2cccc(Cl)c2)c2ccc3cccnc3c2O)n1 (configuration not stated)	?	-6.5%	4.5%	?	.	.	-8.0%	.	.
Nc1ccc(SCc2nc3cccc4c3n2CCC4)cc1	2.6%	11.4%	-1.2%	14.7%	6.3%	.	0.0%	.	18.2%
Cc1ccnc(SCC(=O)NC2CCCCCC2)n1	-11.7%	6.2%	0.2%	5.8%	4.8%	i	-4.7%	4.9%	5.9%
Cc1ccc(-c2cc(N)on2)cc1	22.6%	-5.7%	0.6%[9.22 µM]	-3.4%	0.4%	i	-5.2%	14.7%	10.4%
CC(NC(=O)COC(=O)c1ccc(Br)o1)c1ccccc1 (configuration not stated)	3.9%	-10.5%	-0.4%	1.1%	-0.2%	i	6.2%	-10.6%	-1.4%
COc1ccc(NC2CCCN(C(=O)c3ccc(OC)o3)C2)cc1 (configuration not stated)	0.1%	-13.5%	1.5%	-1.9%	-2.6%	i	2.9%	-6.7%	1.5%
COc1ccccc1N1CCN(C2CCCN(C(=O)c3cccc(-c4ccco4)c3)C2)CC1 (configuration not stated)	?	-10.8%	12.6%	10.8%	?	i	-19.9%	-22.0%	-6.5%
OC(COCc1ccco1)CN1CCN(C(c2ccccc2)c2ccccc2)CC1 (configuration not stated)	.	-15.7%	2.7%	6.3%	42.9%	i	17.1%	-4.4%	-5.3%
O=C(CN1CCOCC1)Nc1ccc(Br)cn1	2.9%	7.8%	-0.3%	6.5%	?	i	3.5%	12.6%	8.1%
O=C(Nc1cc(Cl)ccc1Cl)c1noc2c1CCCC2	6.2%	-12.8%	0.8%	-0.3%	-10.6%	i	1.0%	7.2%	-1.3%
OCCC1CN(Cc2ccon2)CCN1CCc1ccccc1 (configuration not stated)	2.2%	-5.6%	2.1%	11.6%	-5.3%	i	0.4%	-23.3%[2.22 µM]	0.1%
Cc1cc(Br)cn2c(Cc3ccsc3)c(-c3cccc(Br)c3)nc12	.	.	23.0%	.	.	i	.	15.6%	5.7%
Cc1cccc(-n2ncc3c(NNC(=O)c4ccccc4Cl)ncnc32)c1	.	7.1%	-0.8%	31.3%	.	i	4.5%	?	.
COc1cccc2c1[C@@H]1CN(CCCCn3c(=O)[nH]c4c(sc5ncc(-c6ccccc6)nc54)c3=O)C[C@@H]1CO2	-24.7%	-91.3%	8.8%	12.6µM*	?	?	-21.5%	?	2.7%
Cn1nc(C(F)(F)F)c2cc(C(=O)Nc3ccc(Cl)cc3)sc21	?	-15.5%	-0.8%	-17.6%	6.8%	?	-11.9%	?	-0.7%
CC1=NN(c2ccccc2)C(=O)C1C(=S)SC1CC(=O)NC1=O (configuration not stated)	.	-30.4%	?	-20.5%	.	?	.	.	9.0%
O=C(CCCN1C(=O)/C(=C/c2cccs2)SC1=S)NNC(=O)c1ccc(F)cc1	?	-53.4%	0.3%[9.22 µM]	?	6.4%	?	?	-3.7%	12.7%
Cc1cccc(C(=O)N2CCc3cc(-c4csc(NC(=O)CN5CCCC5)n4)ccc32)c1	?	-26.6%	5.5%	-23.3%	16.4µM*	?	?	-32.0%	9.4%
Cc1ccc(CNC(=O)c2ccc(CNc3c(N4CCCC4)c(=O)c3=O)cc2)cc1	4.3%	-11.0%	2.4%	3.0%	0.7%	i	1.5%	-11.0%	0.5%
Cc1cccc(N2C(=O)/C(=C\c3ccc(C(=O)O)cc3)c3ccccc3C2=O)c1	4.0%	-18.1%	2.0%	-7.3%	3.5%	?	-2.9%	-5.1%[11.3 µM]	-9.2%
CC(C)(C(=O)c1ccccc1)/[N+]([O-])=C/c1ccc(Br)cc1	-3.7%	5.1%	-0.5%	-29.9%	-2.9%	?	-1.0%	-13.1%	-0.1%
O=C1NC[C@@H](Cc2ccc(O)cc2)N(CC2CCCCC2)C1=O	13.8%	-2.9%	-1.2%	-0.3%	-0.8%	i	-3.2%	0.3%	-0.9%
COc1ccc(CNCCC2(C(C)C)CCOC(C)(C)C2)cc1 (configuration not stated)	10.6%	-16.3%	0.4%	-0.8%	1.2%	.	-1.9%	.	-3.0%
CCCN(CC(=O)Nc1ccccc1OC)C(=O)Cc1ccccc1F	3.1%	-1.3%	0.1%	?	-1.3%	i	0.0%	-9.4%	-6.0%
Cc1nc(-c2ccccc2)sc1-c1ccn[nH]1	?	-13.2%	4.8%	0.4%	?	i	2.3%	43.0%[activator]	1.8%
CC1CC(Nc2ccccc2)c2ccccc2N1C(=O)c1ccccc1F (configuration not stated)	1.7%	20.2%	-0.3%	-0.1%	?	i	6.7%	-39.0%	-27.1%

Copied from the entries so far, eight compounds:
SMILES	Nrf2 block	HepG2 tox	Nrf2 activator	TGFb SMAD3 inh	MCF10A rerep	ATXN viability	A549 viability	ATXN2 expr inh	EPAC2 antag
Cc1ccc(CNC(=O)c2ccc(CNc3c(N4CCCC4)c(=O)c3=O)cc2)cc1	4.3%	-11.0%	2.4%	3.0%	0.7%	i	1.5%	-11.0%	0.5%
Cc1cccc(N2C(=O)/C(=C\c3ccc(C(=O)O)cc3)c3ccccc3C2=O)c1	4.0%	-18.1%	2.0%	-7.3%	3.5%	?	-2.9%	-5.1%[11.3 µM]	-9.2%
CC(C)(C(=O)c1ccccc1)/[N+]([O-])=C/c1ccc(Br)cc1	-3.7%	5.1%	-0.5%	-29.9%	-2.9%	?	-1.0%	-13.1%	-0.1%
O=C1NC[C@@H](Cc2ccc(O)cc2)N(CC2CCCCC2)C1=O	13.8%	-2.9%	-1.2%	-0.3%	-0.8%	i	-3.2%	0.3%	-0.9%
COc1ccc(CNCCC2(C(C)C)CCOC(C)(C)C2)cc1 (configuration not stated)	10.6%	-16.3%	0.4%	-0.8%	1.2%	.	-1.9%	.	-3.0%
CCCN(CC(=O)Nc1ccccc1OC)C(=O)Cc1ccccc1F	3.1%	-1.3%	0.1%	?	-1.3%	i	0.0%	-9.4%	-6.0%
Cc1nc(-c2ccccc2)sc1-c1ccn[nH]1	?	-13.2%	4.8%	0.4%	?	i	2.3%	43.0%[activator]	1.8%
CC1CC(Nc2ccccc2)c2ccccc2N1C(=O)c1ccccc1F (configuration not stated)	1.7%	20.2%	-0.3%	-0.1%	?	i	6.7%	-39.0%	-27.1%

Other results:
SMILES	Nrf2 block	HepG2 tox	Nrf2 activator	TGFb SMAD3 inh	MCF10A rerep	ATXN viability	A549 viability	ATXN2 expr inh	EPAC2 antag
CC(/C=C1\N=C(SCc2ccccc2)SC1=O)=C\c1ccccc1	-1.4%	-13.9%	3.1%	-27.3%	?	i	-12.1%	-11.5%	-5.7%
CCOc1ccc(/C=N/NC(=O)CN2CCCCCCC2)cc1	?	-15.7%	2.9%	-11.3%	10.1%	i	14.1%	-19.4%	14.5%
Cc1ccc(/C=C2/C(=O)N(c3ccccc3)C(=S)N2C)o1	2.3%	-31.1%	2.8%[9.22 µM]	-16.1%	?	i	-5.3%	-5.2%	12.4%
Cc1ccccc1CS(=O)(=O)CCC(=O)NCCCN1CCOCC1	8.5%	2.6%	-0.2%	-1.1%	0.1%	?	-3.9%	4.2%	5.9%
COCCN(Cc1nnc(-c2cccs2)o1)C(=O)CN1C(=O)NC2(CCCCC2)C1=O	-3.9%	-13.0%	-1.1%	-2.3%	6.8%	i	0.6%	0.3%	-20.0%

2 compounds from above, limited to EPAC2 antag.
SMILES	EPAC2 antag
CC(/C=C1\N=C(SCc2ccccc2)SC1=O)=C\c1ccccc1	-5.7%
CCOc1ccc(/C=N/NC(=O)CN2CCCCCCC2)cc1	14.5%

Source: PubChem BioAssay (National Center for Advancing Translational Sciences (NCATS))
